# IL-1B inflam inh: inflammasome signaling inhibition, IL-1 beta readout. activity change, % at 57.5 µM. hit rate 4.7% among 360,000. THP-1 LPS/ATP IL-1B secretion, AlphaLISA, 16 h; stronger effect = lower value; in the data active = activity change below about -50%; inconclusive = mostly about -30% to -49%; note: % is set by controls: 0 for no effect and ±100 for the full control effect
#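 Secreted IL-1B measured by AlphaLISA bead assay after 16 h compound exposure of THP-1 cells; compounds (final up to 57.5 uM) added 1 h before LPS (250 ng/mL) and ATP (1.25 mM) stimulation; lower signal means less secretion.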
# KB-3-1 cytotox: KB-3-1 parental cell cytotoxicity; KB-3-1 viability, CellTiter-Glo ATP luminescence, 72 h; Potency, µM (highest dose often 46.1 µM), for the others: top-dose activity change, negative = cytotoxic, hits mostly cytotoxic; hit rate 1.4% among 400,000; AID 1347075; note: potency is the fitted concentration of half-maximal effect; % is set by controls: 0 for no effect and ±100 for the full control effect; nearly all actives have a fitted effect of over 60% in size
#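 72 h, 37 °C compound treatment of KB-3-1 parental cells; CellTiter-Glo added, 10 min, luminescence read. Data corrected against DMSO-only plates and normalized before curve fitting.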
# HEK293 tox: cytotoxicity counter-screen for GLP-1 receptor inverse agonists | Potency, µM (series often up to 38.3 µM), inactives show top-dose activity change, negative = inhibition, usual class: inhibitors | hit rate 0.13% among 410,000 | AID 624418 | HEK293 cAMP-luciferase reporter cells, luminescence, 24 h;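 note: loss of luciferase light is scored as toxicity; potency is the fitted concentration of half-maximal effect; % is set by controls: 0 for no effect and ±100 for the full control effect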
#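 A 23 nL compound transfer followed 12 hours of cell culture at 37 deg C; exposure then lasted 24 hr. Luciferase assay detection reagent was dispensed and plates read for luminescence after a 12 min room-temperature wait.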
# MCF10A rereplic: induces DNA re-replication in MCF 10a normal breast cells; MCF 10A DNA re-replication, Hoechst nuclear intensity, 48 h; Potency, µM (top dose mostly 46.1 µM), for the others: at the top dose activity, positive = re-replication, usual class: activators; hit rate 2.9% among 350,000; note: potency is the fitted concentration of half-maximal effect; % of control where 0% means no effect; nearly all actives have a fitted effect of over 50% in size
# HT1080 IDH1KD tx: HT-1080 IDH1 knockdown cell toxicity (counter line); HT-1080 IDH1 knockdown viability, ATP luminescence, 48 h; Potency, µM (titrated, usually from 46.1 µM), without a hit: top-dose activity, negative = toxicity, actives largely listed as cytotoxic; hit rate 2% among 360,000; AID 686971;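 note: potency is the fitted concentration of half-maximal effect; 0% = DMSO wells and -100% = cell-free medium wells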
#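 HT-1080-IDH1KD cells (IDH1 knocked down), 750/well in RPMI with 5% FBS, treated with compound 48 h at 37 degrees C. Viability by CellTiter-Glo luminescence, normalised to DMSO and no-cell wells; concentration-response curves classed.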
# HT1080NT lethal: kills 2HG-producing HT-1080-NT fibrosarcoma cells | HT-1080-NT fibrosarcoma viability, CellTiter-Glo ATP luminescence, 48 h | Potency, µM (series often up to 46.1 µM), for the others: at the highest dose activity, negative = less viability, usual class: cytotoxic | hit rate 1.6% among 360,000 | AID 686970;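 note: NT is the 2HG producing partner of a matched IDH1 knockdown line; potency is the fitted concentration of half-maximal effect; 0% = DMSO-treated cells and -100% = media-only wells without cells; nearly all actives have a fitted effect of over 55% in size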
#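 Compounds were tested in concentration-response format on HT-1080-NT cells for 48 hours at 37 degrees C. Cell viability came from CellTiter-Glo luminescence; curves were classified by r2, response magnitude and activity.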
# SW480 rereplic: inducers of DNA re-replication in SW480 colon cancer cells; Potency, µM (titrated, usually from 46.1 µM), without a hit: top-dose re-replication activation, hits mostly activators; SW480 DNA re-replication, Hoechst DNA content imaging, 48 h; hit rate 1.8% among 340,000; AID 624297; note: potency is the fitted concentration of half-maximal effect; % of control where 0% means no effect; nearly all actives have a fitted effect of over 55% in size
#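 Image-based DNA-content assay: after two days of treatment, nuclei were labelled with the DNA dye Hoechst and imaged, and hits were compounds raising the count of nuclei showing high fluorescence intensity.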
# KB-V1 cytotox: kills drug-selected multidrug resistant KB-V1 cells. KB-V1 MDR cells viability, CellTiter-Glo, 72 h. Potency, µM (series often up to 46.1 µM), inactives show top-dose activity change, negative = cytotoxicity, usual class: cytotoxic. AID 1347076. hit rate 3.4% among 400,000; note: potency is the fitted concentration of half-maximal effect; % is set by controls: 0 for no effect and ±100 for the full control effect; nearly all actives have a fitted effect of over 60% in size
#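 Potencies derive from concentration-effect curves fitted to normalized luminescence (CellTiter-Glo) of KB-V1 cells treated for 72 h at 37 degrees C in phenol-red-free DMEM containing 10% FBS.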
# DRD3 agonist: agonists of human D3 dopamine receptor; P35462; D3R DiscoveRx beta-arrestin cells, luminescence, 90 min; hit rate 0.58% among 410,000; max activation, %; in the data active = max activation above about 30%; note: 0% is about no effect; mostly tested at two doses, the higher about 12 µM
# Target sequence (P35462 whole entry, looked up): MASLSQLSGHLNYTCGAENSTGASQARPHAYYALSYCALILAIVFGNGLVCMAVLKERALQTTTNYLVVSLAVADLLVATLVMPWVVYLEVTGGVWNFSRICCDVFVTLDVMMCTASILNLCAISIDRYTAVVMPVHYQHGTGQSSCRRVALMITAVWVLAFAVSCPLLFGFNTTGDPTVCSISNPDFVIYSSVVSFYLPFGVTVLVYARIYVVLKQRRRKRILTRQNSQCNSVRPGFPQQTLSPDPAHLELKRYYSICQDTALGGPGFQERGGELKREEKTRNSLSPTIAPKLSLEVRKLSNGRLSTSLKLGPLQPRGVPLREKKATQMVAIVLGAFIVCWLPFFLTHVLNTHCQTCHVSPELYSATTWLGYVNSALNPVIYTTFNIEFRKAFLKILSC
#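 Cells at 1500/well, incubated overnight, then treated with pinned compounds (dopamine as control) for 90 min at 37 degrees C. DiscoveRx reagent added for 30 - 60 minutes at room temperature; luminescence read.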
# An asterisk follows results filed as active; ? = inconclusive; · = not tested or not shown; [ ] = another dose, or the depositor's remark. Unless noted, calls come from the whole dose curve; as a rule, active = well fitted curve in the direction sought with a large enough effect; inconclusive = small, poorly fitted or top-dose-only effect, or another doubt; inactive = no such curve, though single readings can be large; an effect the other way counts as inactive or inconclusive.
nr	SMILES	IL-1B inflam inh	HT1080 IDH1KD tx	HEK293 tox	DRD3 agonist	KB-3-1 cytotox	KB-V1 cytotox	MCF10A rereplic	SW480 rereplic	HT1080NT lethal
1	COC(=O)c1c(N=CN(C)C)c(C#N)c2n1CCCC2	23	-1%	-28%	6	1%	0%	3%	-5%	12%
2	O=C(CSc1nccc(=O)[nH]1)Nc1ccc(F)c([N+](=O)[O-])c1	20	20%	-10%	-4	21%	?	12%	0%	16%
3	COc1cc(CC(=O)Nc2ccc(S(=O)(=O)Nc3ncccn3)cc2)cc(OC)c1OC	17	-7%	-1%	-3	-2%	9%	0%	-3%	2%
4	Cc1ccc(OCC(=O)Nc2ccc(-c3nc4ncccc4o3)cc2)cc1	11	7%	-5%	-1	7%	-3%	1%	-4%	25%
5	COc1ccc(C(=O)N2CCOCC2c2cc(C(=O)NCc3ccccc3)no2)cc1 (stereo not given)	8	3%	-5%	-7	7%	?	·	·	11%
6	CCN1C(=O)N[C@@H](c2cccc(C(F)(F)F)c2)[C@H](C(=O)OC)[C@H]1C	62	-2%	27%	-4	0%	-10%	2%	0%	20%
7	CCOc1ccc(NC(=O)Cn2c(=O)oc3cc(S(=O)(=O)N4CCCCCC4)ccc32)cc1	·	·	-9%	3	-9%	-21%	·	·	·
8	O=C(NN1C(=O)C2C3c4ccccc4C(c4ccccc43)[C@@H]2C1=O)c1ccccc1 (stereo not given in full)	2	0%	12%	-2	-4%	-2%	-3%	-11%	-5%
9	COc1ccccc1NC(=O)NNC(=O)c1ccc2ccccc2c1	20	1%	2%	-3	-3%	-8%	-1%	0%	12%
10	Cc1ccccc1-c1nc(CS(=O)(=O)CC(=O)NC2CCCC2)c(C)o1	13	3%	-3%	0	-11%	-3%	6%	-1%	-10%
11	O=C(O)C1CCCN1C(=O)OCc1ccccc1 (stereo not given)	6	-20%	1%	-7	-6%	28%	-7%	1%	8%
12	O=C(Nc1onc2c1CCCC2)c1ccccc1	·	·	-9%	0	-9%	0%	·	·	·
13	O=C(CN1CCN(c2ccc(Cl)cc2[N+](=O)[O-])CC1)N1CCOCC1	·	5%	0%	8	23%	-27%	?	-4%	12%
14	CCC(=O)N1CCN(c2ccc(NC(=O)c3ccc([N+](=O)[O-])o3)cc2)CC1	-103*	5.2µM*	?	-6	?	?	11%	0%	6.5µM*
15	CCCCn1c(N)c(Sc2ccc([N+](=O)[O-])cc2)c(=O)[nH]c1=O	-16	-2%	0%	-17	-7%	-13%	-2%	4%	-16%
16	CC(=O)N=C1SC2CS(=O)(=O)CC2N1c1c(Cl)cccc1Cl (stereo not given)	0	0%	-12%	-5	0%	-3%	-4%	-8%	-4%
17	Cc1nn(C)c(C(=O)NCc2ccc(Cl)cc2)c1Cl	-9	-24%	8%	9	-19%	?	-1%	-13%	-10%
18	COC(=O)c1ccc(C(=O)OC)c(NC(=S)N2CC(C)CC(C)C2)c1 (stereo not given)	-12	9%	14%	1	17%	15µM*	-67%[inhibitor]	-54%[inhibitor]	14%
19	Cc1ccc(CS(=O)(=O)c2cn(CC(=O)N3CCOCC3)c3ccccc23)cc1	-9	7%	-21%	-3	11%	0%	0%	-7%	9%
20	C=C(C)CNC(=S)NNC(=O)c1ccncc1	-9	0%	1%	-4	8%	?	0%	-3%	-3%
21	O=C(/C=C/c1ccc(Br)cc1)c1ccco1	-108*	?	-5%	-13	?	4%	?	?	?
22	COc1cc(OC)cc(C(=O)N2CCN(c3ccccn3)CC2)c1	-1	10%	3%	10	9%	-7%	2%	-8%	7%
23	O=C(C(=O)N(C1CCCCC1)C1CCCCC1)c1ccccc1	8	?	-4%	2	-26%	?	·	·	-22%
24	CCc1nnc(NC(=O)C2CCCN(S(=O)(=O)c3ccc(OC)cc3)C2)s1 (stereo not given)	13	-15%	3%	-2	3%	-28%	-38%[inhibitor]	-2%	-8%
25	COc1ccc(NC(=S)NCc2ccccn2)cc1OC	-7	4%	-4%	2	3%	0%	-1%	-2%	-1%
26	c1ccc(-c2csc(Nc3ccc4c(c3)OCCO4)n2)cc1	0	1%	16%	3	-4%	-4%	10%	26%	-2%
27	Cc1oc(-c2cccs2)nc1CSCC(=O)NC1CC1	14	12%	-5%	-3	0%	1%	2%	-2%	14%
28	CN(C)CCCNC(=O)CCc1ncc(C(F)(F)F)cc1Cl	5	12%	11%	-2	3%	24%	-3%	-140%[inhibitor]	1%
29	COc1ccc2c(C)c(Cc3ccccc3)c(=O)oc2c1OC	-15	6%	5%	-12	-11%	?	-1%	-11%	10%
30	COC(=O)c1sc2nc(N3CCCCC3)c3c(c2c1N)CCCC3	-9	-4%	10%	21	0%	-3%	7.1µM*	1%[9.22 µM]	-1%
31	Cc1noc(N)c1C(=O)Nc1ccccc1F	51	19%	0%	1	10%	-1%	-3%	-7%[9.22 µM]	29%
32	COC(=O)c1cccc(-n2c(CCC(=O)O)ccc2-c2ccc(OC)cc2)c1	·	·	-26%	-2	?	?	·	·	·
33	O=C(CN1C(=O)c2ccccc2C1=O)NN1C(=O)c2ccccc2C1=O	-12	1%	7%	2	0%	6%	-4%	-3%	-2%
34	Cc1ccc(CSc2nc3ccncc3n2Cc2nc(-c3ccccc3C)oc2C)cc1	·	·	-6%	-7	-8%	-3%	·	·	·
35	COc1cc(NS(=O)(=O)c2ccc(NC(=O)c3ccco3)cc2)nc(OC)n1	17	0%	2%	-5	1%	19%	-2%	2%	0%
36	CCOc1ccc(CNC(=O)CCC(=O)N2CC3CCCN3c3ccccc32)cc1 (stereo not given)	·	·	-16%	-21	-8%	1%	·	·	·
37	CC(=O)Nc1ccc(-c2ccc(NC(C)=O)cc2)cc1	-4	-9%	4%	1	22%	-1%	-5%	4%	-13%
38	Cc1ccccc1C(=O)Nc1nc2n(n1)C(c1ccccc1)CC(=O)N2 (stereo not given)	2	1%	8%	2	9%	5%	-2%	-16%	0%
39	O=C(NCc1ccco1)c1ccc(Cn2c(=S)[nH]c3ccccc3c2=O)cc1	22	?	1%	6	?	?	?	-11%	-4%
40	O=C(Cn1cc(S(=O)(=O)Cc2ccccc2Cl)c2ccccc21)NCc1ccccc1Cl	·	·	1%	-19	-7%	-14%	·	·	·

# Structural class, the compounds so far containing an NH in an aromatic ring
nr	SMILES	IL-1B inflam inh	HT1080 IDH1KD tx	HEK293 tox	DRD3 agonist	KB-3-1 cytotox	KB-V1 cytotox	MCF10A rereplic	SW480 rereplic	HT1080NT lethal
2	O=C(CSc1nccc(=O)[nH]1)Nc1ccc(F)c([N+](=O)[O-])c1	20	20%	-10%	-4	21%	?	12%	0%	16%
15	CCCCn1c(N)c(Sc2ccc([N+](=O)[O-])cc2)c(=O)[nH]c1=O	-16	-2%	0%	-17	-7%	-13%	-2%	4%	-16%
39	O=C(NCc1ccco1)c1ccc(Cn2c(=S)[nH]c3ccccc3c2=O)cc1	22	?	1%	6	?	?	?	-11%	-4%

# New compounds follow
nr	SMILES	IL-1B inflam inh	HT1080 IDH1KD tx	HEK293 tox	DRD3 agonist	KB-3-1 cytotox	KB-V1 cytotox	MCF10A rereplic	SW480 rereplic	HT1080NT lethal
41	O=C(NCC1CCCN1S(=O)(=O)c1cccs1)c1ccc(F)cc1 (stereo not given)	8	-22%	0%	2	-3%	-11%	3%	-2%	-3%
42	O=C(CC1SC(N2CCCC2)=NC1=O)Nc1ccc(C(=O)Nc2ccccc2)cc1 (stereo not given)	8	6%	0%	10	-2%	12%	4%	97%	12%
43	CCn1c(COc2ccc(C(C)C)cc2)nnc1SCC(=O)Nc1nccs1	-7	-1%	7%	-6	-14%	?	11%	-4%	-3%
44	Cc1cccc(C(=O)NC(NCc2ccco2)C(Cl)(Cl)Cl)c1 (stereo not given)	12	1%	-1%	1	-8%	?	19%	10%	0%
45	COc1cnc(-c2ccccn2)nc1Oc1c(C)cccc1C	41	?	?	-17	-11%	?	?	?	-7%
46	CCCCn1nc(C(=O)Nc2cc(S(=O)(=O)N(C)C)ccc2C)c2ccccc2c1=O	0	4%	8%	-15	-27%	0%	13%	-6%	-4%
47	CCS(=O)(=O)n1nc(-c2ccccc2)cc1N	6	6%	-3%	8	6%	7%	0%	-13%	13%
48	CC1CCN(C(=O)CN(C)S(=O)(=O)c2cccc3nsnc23)CC1	-6	2%	2%	1	0%	23µM*	1%	-3%	-2%
49	Cc1ccc(C(=O)N2CCCCCC2)cc1S(=O)(=O)N1CCOCC1	28	8%	-3%	3	4%	-15%	1%	-1%	1%
50	Cc1ccc2nc(-c3ccc(SCC(=O)Nc4cc(C)on4)nc3)[nH]c2c1	-8	-2%	-17%	3	13%	2%	-5%	-6%	0%
51	COc1cc(SC)ccc1C(=O)NCCNC(=O)c1nonc1N	-11	-6%	-2%	-9	6%	15%	-6%	18%	-7%

# Entries of single compounds, looked up by structure. Order of screens: IL-1B inflam inh, HT1080 IDH1KD tx, HEK293 tox, DRD3 agonist, KB-3-1 cytotox, KB-V1 cytotox, MCF10A rereplic, SW480 rereplic, HT1080NT lethal
# CN(C)CCCNC(=O)CCc1ncc(C(F)(F)F)cc1Cl across the screens: 5, 12%, 11%, -2, 3%, 24%, -3%, -140%[inhibitor], 1%
# Cc1ccc(C(=O)N2CCCCCC2)cc1S(=O)(=O)N1CCOCC1 across the screens: 28, 8%, -3%, 3, 4%, -15%, 1%, -1%, 1%
# CC(=O)N=C1SC2CS(=O)(=O)CC2N1c1c(Cl)cccc1Cl (stereo not given) across the screens: 0, 0%, -12%, -5, 0%, -3%, -4%, -8%, -4%

# Values in list order from the list:
# Entries 41–45 in HEK293 tox read 0%, 0%, 7%, -1%, ?

# High-throughput results: PubChem BioAssay, National Center for Advancing Translational Sciences (NCATS)
